Assay outcomes as filed in PubChem.
DRD3 agonist – agonists of human D3 dopamine receptor; P35462; D3R DiscoveRx beta-arrestin cells, luminescence, 90 min; max activation, %; 410,000 compounds, 0.58% hits; AID 652048; in the data active = max activation above about 30%; note: 0% is about no effect; mostly tested at two doses, the higher about 12 µM
Target sequence (P35462 whole entry, looked up): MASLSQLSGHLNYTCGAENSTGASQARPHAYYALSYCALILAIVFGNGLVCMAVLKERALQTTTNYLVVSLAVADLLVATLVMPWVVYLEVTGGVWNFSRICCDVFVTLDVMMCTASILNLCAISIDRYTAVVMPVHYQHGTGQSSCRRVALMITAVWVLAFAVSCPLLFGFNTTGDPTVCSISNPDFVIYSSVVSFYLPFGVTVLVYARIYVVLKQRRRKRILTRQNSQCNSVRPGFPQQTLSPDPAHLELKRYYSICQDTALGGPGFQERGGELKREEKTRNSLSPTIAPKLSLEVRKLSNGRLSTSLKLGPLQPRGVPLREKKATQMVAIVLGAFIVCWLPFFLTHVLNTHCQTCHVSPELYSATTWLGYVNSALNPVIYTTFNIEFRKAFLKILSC
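Cells at 1500/well, incubated overnight, then treated with pinned compounds (dopamine as control) for 90 min at 37 degrees C. DiscoveRx reagent added for 30 - 60 minutes at room temperature; luminescence read.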
PTHR1 ag – PTHR1 (human) receptor agonism; Q03431; HEK293 GP2 PTHR1 cells, GloSensor cAMP luminescence, 1 h; Potency, µM (series often up to 115 µM), inactives show at the highest dose activation, actives largely listed as activators; 410,000 compounds, 0.075% hits; active = well fitted activation curve with a large enough effect; inconclusive = small, poorly fitted or top-dose-only effect, or another doubt; inactive = no such curve, though single readings can be large or run the other way; note: potency is the fitted concentration of half-maximal effect; nearly all actives have a fitted effect of over 55% in size; some results filed as inactive show a strong effect at the top dose; inactives centre near -15; many of its hits are not listed in these tables
Target sequence (Q03431 whole entry, looked up): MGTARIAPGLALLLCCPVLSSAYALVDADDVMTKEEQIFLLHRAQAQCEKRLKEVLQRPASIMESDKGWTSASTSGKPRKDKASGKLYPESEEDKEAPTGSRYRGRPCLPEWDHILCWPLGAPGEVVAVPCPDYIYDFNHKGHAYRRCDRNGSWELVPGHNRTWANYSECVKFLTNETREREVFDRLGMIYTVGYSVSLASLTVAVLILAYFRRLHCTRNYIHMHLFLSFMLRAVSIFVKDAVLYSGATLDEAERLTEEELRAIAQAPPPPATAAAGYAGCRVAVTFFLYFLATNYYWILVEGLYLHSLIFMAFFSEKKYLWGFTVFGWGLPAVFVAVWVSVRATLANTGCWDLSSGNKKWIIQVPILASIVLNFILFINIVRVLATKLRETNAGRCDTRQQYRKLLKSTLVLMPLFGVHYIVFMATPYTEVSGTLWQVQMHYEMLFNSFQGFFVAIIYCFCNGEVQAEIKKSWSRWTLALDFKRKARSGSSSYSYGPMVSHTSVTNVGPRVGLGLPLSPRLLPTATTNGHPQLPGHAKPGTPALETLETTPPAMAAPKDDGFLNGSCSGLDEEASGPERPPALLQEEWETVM
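HEK-293-derived GP2 cells expressing PTHR1 and a GloSensor cAMP reporter, 3,000/well, plated overnight, given luciferin plus IBMX (each 0.5 mM as added) for 1 h at 37 °C, then compound for 1 h at 37 °C. Luminescence was read after 15 min at room temperature.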
The depositor's hits bear a star; i = inactive; ? = inconclusive; [ ] = another dose, or the depositor's remark.

Results follow in this order: PTHR1 ag | DRD3 agonist
Cn1c(=O)c2c(SCC(=O)N3CCc4ccccc43)nc(-c3ccccc3Cl)nc2n(C)c1=O
 : i | 5
Cc1ccc(C(=O)N2CCN(c3ccccc3)CC2)cc1NC(=O)c1nsc2ccccc12
 : -9% | -11
Cc1ccc(CNC(=O)c2nc(SCc3cccc(C)c3)ncc2Cl)cc1
 : -96%[inhibitor] | -28
CCc1cccc(NC(=O)Cn2c(=O)n(CCC(=O)NCc3ccccc3Cl)c(=O)c3sccc32)c1
 : -10% | -2
CCOc1cc(C2c3c(oc4ccccc4c3=O)C(=O)N2c2ccccn2)ccc1O (stereo unspecified)
 : -11% | -7
CC(C)(C)C1CCc2nc(NC(=O)Cc3ccc(Cl)cc3)sc2C1 (stereo unspecified)
 : -9% | 6
COc1cc(NC(=O)C(Cc2ccccc2)NS(=O)(=O)c2cccc3nsnc23)cc(OC)c1 (stereo unspecified)
 : i | 7
CCC(Nc1ccc(-c2nc(-c3ccccn3)no2)cc1[N+](=O)[O-])c1ccccc1 (stereo unspecified)
 : -45%[inhibitor] | 6
O=C(CCn1cnc2ccccc2c1=O)NCc1ccccc1Cl
 : -15% | -8
O=C(Nc1ccc(Cl)cc1)C1CCCN(S(=O)(=O)c2ccc3[nH]c(=O)ccc3c2)C1 (stereo unspecified)
 : -45%[inhibitor] | 9
COc1ccc(-c2c(C#N)c(SCC(=O)Nc3ccccc3C)nc(C)c2C(=O)Nc2ccc(Cl)cc2)cc1
 : i | 3
O=C(Cn1ncc2c(=O)oc3ccccc3c21)N1CCN(c2ccc(Cl)cc2)CC1
 : -2% | -2
CCCCN(C)CCCNC(=O)Cn1nc(CC)n2c(cc3sc(C)cc32)c1=O
 : -16% | -26
Cc1cc(C)cc(-n2c(SCC(=O)N3CCCC3)nc3c([nH]c4ccccc43)c2=O)c1
 : -41%[inhibitor] | 1
CCOc1ccc(NC(=O)Cn2c(=O)n(-c3ccc(C)cc3)c(=O)c3cc(OC)c(OC)cc32)cc1
 : -20% | -10
CCc1cccc(N2C(=O)CSC23C(=O)N(Cc2ccccc2F)c2ccccc23)c1 (stereo unspecified)
 : -32%[inhibitor] | -15
CCCCN(CC)C(=O)CCn1c(=O)c2cccn2c2cccnc21
 : -11% | 4
CCOC(=O)N1CCc2c(sc3c2c(=O)n(-c2ccc(CC)cc2)c(=O)n3Cc2cccc(Cl)c2)C1
 : -14% | 6
Cc1cc2c(cc1S(=O)(=O)Nc1cccc(Cl)c1C)n(C)c(=O)c(=O)n2C
 : -26% | 6
Cc1ccc(-c2nnc(Nc3ccc(C(N)=O)cc3)c3ccccc23)cc1S(=O)(=O)N1CCCCC1
 : -6% | 4

Results follow in this order: PTHR1 ag | DRD3 agonist
CCn1c(CNC(=O)c2ccc(OC)cc2)nnc1SCC(=O)Nc1ccc(F)cc1
 : -2% | -13
CCc1ccc(S(=O)(=O)c2nnn3c2nc(N2CCN(c4ccccc4)CC2)c2cc(Cl)ccc23)cc1
 : i | -8
CC(=O)Nc1cccc(-c2nnc(SCC(=O)c3cc([N+](=O)[O-])ccc3Cl)o2)c1
 : -59%[inhibitor] | -1
COc1cccc(CNC(=O)c2ccc(-n3c(C)cc4c3CCCC4)cc2)c1
 : 10% | -4
O=C(CC1N=C2c3ccccc3N=C(SCC(=O)Nc3cccc(Cl)c3)N2C1=O)NCc1cccs1 (stereo unspecified)
 : -12% | 6
COc1ccc(NC(=O)CSc2nc(C)cc(C)c2C(=O)Nc2ccccc2OC)cc1
 : i | 2
Cc1cc(C)cc(-n2c(C)cc(C(=O)C(=O)Nc3nnc(C)s3)c2C)c1
 : -14% | -5
CN(C)c1ccc(CN(Cc2ccco2)C(=O)c2ccc(F)cc2)cc1
 : -48%[inhibitor] | -14
CCOc1ccc(-n2c(=O)c3c(C)c(C(=O)N(C)C)sc3n(Cc3cc(C)ccc3C)c2=O)cc1
 : ? | -10
O=S(=O)(c1ccc(C2CCCCC2)cc1)N1CCN(c2ccc(Cl)c(Cl)c2)CC1
 : -25% | -1
Cc1ccc(Cn2cc(CCC(=O)NCc3ccc(OC(C)C)cc3)c3ccccc32)cc1
 : -78%[inhibitor] | 1
COc1ccc(-c2cnc(C)o2)cc1S(=O)(=O)Nc1c(C)cc(C)cc1C
 : i | 9
O=S(=O)(Nc1ccccc1C(F)(F)F)c1ccc(N2CCCCS2(=O)=O)cc1
 : -53%[inhibitor] | -18
Cc1cccc(C(=O)NCCc2nc3ccccc3n2CCC(C)C)c1
 : -6% | -2
CC(=O)c1cccc(NC(=O)c2nc(-c3ccccc3)n(-c3ccccc3)n2)c1
 : i | -20
COc1cccc(Cn2c(SCC(=O)N(C)c3ccccc3)nc3ccccc32)c1
 : -35% | -18
COc1cc(C(=O)NCCCc2nc3ccccc3n2CC(C)C)cc(OC)c1OC
 : -11% | -3
CCOC(=O)c1noc2ncn(CC(=O)Nc3cc(Cl)ccc3OC)c(=O)c12
 : i | -3
O=C(CCc1nc(-c2cccs2)no1)Nc1ccccc1[N+](=O)[O-]
 : -21% | 8
CC1=C(c2ccc(C)cc2)S(=O)(=O)N(Cc2ccc(C(=O)NCc3cccc(C)c3)cc2)C1=O
 : -15% | -26

Record cards (already shown). Screens in order: PTHR1 ag | DRD3 agonist
COc1ccc(NC(=O)CSc2nc(C)cc(C)c2C(=O)Nc2ccccc2OC)cc1 across the screens: i | 2
COc1ccc(-c2cnc(C)o2)cc1S(=O)(=O)Nc1c(C)cc(C)cc1C across the screens: i | 9
O=C(CC1N=C2c3ccccc3N=C(SCC(=O)Nc3cccc(Cl)c3)N2C1=O)NCc1cccs1 (stereo unspecified) across the screens: -12% | 6

A draw from above in order of length of the SMILES, highest first:
Results follow in this order: PTHR1 ag | DRD3 agonist
CCOc1ccc(-n2c(=O)c3c(C)c(C(=O)N(C)C)sc3n(Cc3cc(C)ccc3C)c2=O)cc1
 : ? | -10
Cc1cc(C)cc(-n2c(C)cc(C(=O)C(=O)Nc3nnc(C)s3)c2C)c1
 : -14% | -5
COc1cc(C(=O)NCCCc2nc3ccccc3n2CC(C)C)cc(OC)c1OC
 : -11% | -3

Continuation:
Results follow in this order: PTHR1 ag | DRD3 agonist
Cc1ccc(C)c(C(=O)CSc2nc(-c3ccccc3)nc3c2CCCC3)c1
 : i | 4
CC1=C(C(=O)Nc2ccc(C)cc2C)C(c2ccccc2)n2ncc(C(=O)Nc3ccccc3)c2N1 (stereo unspecified)
 : i | 3
Cc1cccc(NC(=O)CSc2nc(=O)n(Cc3ccncc3)c3c2CCC3)c1C
 : -7% | 4
Cc1ccc(-n2nc(C(=O)Nc3ccc(C)c(F)c3)c(=O)n(C)c2=O)cc1
 : -16% | 0
CCc1nn(C(CC)C(=O)NCc2ccc(OC)c(OC)c2)c(=O)c2cc3oc(C)cc3n12 (stereo unspecified)
 : -13% | 1
CCc1ccccc1NC(=O)c1ccc2c(c1)c(C)c(C)n2Cc1ccccc1
 : -10% | 2
Cc1ccc(NC(=O)c2cc(S(=O)(=O)N(C)C3CCCCC3)ccc2F)cc1C
 : i | 5
COc1cccc(CNC(=O)C2CCN(c3nnc(-n4c(C)ccc4C)s3)CC2)c1
 : i | 3
COc1ccccc1CNC(=O)c1oc2ccc3c(c2c1C)C(=O)CC(C)(C)O3
 : -19% | 14
FC(F)(F)c1cccc(N2CCN(c3ncnc4c3nc3n4CCCC3)CC2)c1
 : -36%[inhibitor] | -5
CCC(=O)N1CCc2cc(Br)cc(S(=O)(=O)N3CCCC(C(=O)NCc4cccc(OC)c4)C3)c21 (stereo unspecified)
 : -36%[inhibitor] | -14
Cc1c(C(=O)Nc2ccccc2F)sc2ncnc(N(C)C3CCCCC3)c12
 : i | 2
CCCCOc1ccc(C(=O)NCCc2sc(-c3ccc(OC)c(OC)c3)nc2C)cc1
 : -35%[inhibitor] | -15
COc1ccc(C(=O)NCCn2cc(SCc3c(F)cccc3Cl)c3ccccc32)cc1
 : -59%[inhibitor] | -11
O=C(NCCCc1nc2ccccc2n1Cc1cccc(Cl)c1)c1ccco1
 : -1% | -17
Cc1ccc(S(=O)(=O)c2nnn3c2nc(NC(C)c2ccccc2)c2sccc23)cc1 (stereo unspecified)
 : -58%[inhibitor] | -14
CCN1CCN(c2oc(-c3ccc(COc4ccccc4C)o3)nc2C#N)CC1
 : -14% | -21
CCc1ccc(C(=O)c2cn(Cc3ccc(F)cc3)c3cc(OC)c(OC)cc3c2=O)cc1
 : -64%[inhibitor] | 3
CCOc1ccc(-n2c(=O)c3c(C)c(C)sc3n(CC(=O)NCCc3ccccc3)c2=O)cc1
 : -3% | 10
O=C(CCSCc1ccc(Cl)cc1)NCc1ccc(F)cc1Cl
 : -31%[inhibitor] | 11

Results follow in this order: PTHR1 ag | DRD3 agonist
CCOc1ccc(OCC)c(NS(=O)(=O)c2c(C(=O)N3CCCCCC3)c(C)n(C)c2C)c1
 : i | 5
Cc1ccc(N(C)C(=O)C2CCCN(c3ncnc4c3nc3n4CCCCC3)C2)cc1C (stereo unspecified)
 : -16% | -2
CCc1ccccc1N(C)C(=O)c1sc2nc3n(c(=O)c2c1C)CCCCC3
 : i | 8
COc1ccc(-n2nc3cc(C)c(NC(=O)Cc4ccc(Cl)cc4)cc3n2)cc1
 : -1% | -21
CCOc1cc(S(=O)(=O)NCCc2c(C)[nH]c3ccc(C)cc23)ccc1Br
 : i | -3
COc1ccc(OC)c(-n2cnc3cc(C(=O)NCCc4ccccc4)ccc32)c1
 : -12% | -5
CC(C)(C)OC(=O)N1CCC(c2c(C(=O)N3CCCCC3)cnn2-c2ccc(F)cc2F)CC1
 : ? | -4
COc1ccc(OCC(=O)OCc2cc(=O)n3cc(C)sc3n2)cc1
 : 13% | 2
CCOc1ccc(NC(=O)c2cc3c(=O)n4cccc(C)c4nc3s2)cc1
 : i | 3
COc1ccccc1N(C)C(=O)Cn1c(=O)oc2cc(S(=O)(=O)N3CCCC3)ccc21
 : -34%[inhibitor] | -9
Cc1ccccc1CS(=O)(=O)CC1Nc2ccc(C(=O)NCc3ccc(Cl)cc3)cc2NC1=O (stereo unspecified)
 : -20% | -5
Cc1ccc(CNC(=O)CSc2nc3c(sc4ccccc43)c(=O)n2CCCOC(C)C)cc1
 : -10% | -34
O=C(Cc1ccc(F)cc1)NC1CC(=O)N(c2ccccc2)C1 (stereo unspecified)
 : -21% | 8
CCOC(=O)c1ccccc1NC(=O)N1CCC(CN2CCOCC2)CC1
 : -17% | -12
COc1ccc(Cl)cc1NC(=O)CN1C(=O)COc2ccc(S(=O)(=O)NC3CCCC3)cc21
 : -3% | -1
CC1CN(C(=O)CCC(=O)NCc2cccc(Cl)c2)c2ccccc2S1 (stereo unspecified)
 : -9% | -7
CCn1c(NCc2cccc(Cl)c2)nc2ccccc21
 : i | -26
O=S(=O)(c1ccc(Cl)cc1)c1nnn2c1nc(NCc1ccc3c(c1)OCO3)c1sccc12
 : -32%[inhibitor] | 8
O=C(Cn1nc(-c2ccccc2)c2cnc3ccc(F)cc3c21)NC1CCCC1
 : i | -6
CCCCCSc1ncnc2c1sc1nc(N3CCOCC3)c3c(c12)CCCC3
 : i | 0

Results follow in this order: PTHR1 ag | DRD3 agonist
COc1ccc(-c2onc(C)c2C)cc1S(=O)(=O)N(C)Cc1ccccc1
 : -91%[inhibitor] | 2
Cc1ccc(CCNC(=O)CCn2nc(-c3ccccc3)ccc2=O)cc1
 : i | -4
CC(=O)c1cccc(NC(=O)Cn2nc(C)n3cccc3c2=O)c1
 : i | -7
COc1ccc(-n2c(=O)c3c4c(sc3n3c(SCCC(C)C)nnc23)COC(C(C)C)C4)cc1 (stereo unspecified)
 : i | 0
Cc1cccc(C)c1OCc1cc(=O)n2ccsc2n1
 : ? | 1
Cc1cc(C(=O)NCCc2ccc(Cl)cc2)c2c(C)nn(-c3cccc(F)c3)c2n1
 : i | 6
Cc1ccc(Cl)cc1Nc1nn2c(=O)c3ccc(C(=O)NCc4ccc(F)cc4)cc3nc2s1
 : -3% | 8
CCOC(=O)c1ccc(NC(=O)Cn2c3ncccc3c(=O)n2-c2ccc(C)c(C)c2)cc1
 : i | 9
CCc1ccc(NC(=O)c2ccc(F)c(S(=O)(=O)N(C)C3CCCCC3)c2)cc1
 : -91%[inhibitor] | 8
Cc1c(CCC(=O)NCCc2ccc(Cl)cc2)c(=O)oc2c(C)c(O)ccc12
 : i | 2
Cc1ccc(C)n1-c1nnc(N2CCCC(C(=O)NCc3cccc(F)c3)C2)s1 (stereo unspecified)
 : -12% | 3
CC(C)(C)C(=O)Nc1ccc(-c2nc3ccccc3s2)cc1
 : -48%[inhibitor] | -4
O=C(NCC(c1cccnc1)N1CCc2ccccc21)c1ccccc1Br (stereo unspecified)
 : 0% | 1
COc1ccc(OC)c(CCNc2ncnc3onc(-c4ccc(F)cc4)c23)c1
 : -44%[inhibitor] | -6
COc1ccc(CC(=O)N2CCc3cc(OC)c(OC)cc3C2COc2ccc(OC)cc2)cc1 (stereo unspecified)
 : -14% | 0
COc1cc(OC)c(NC(=O)C2=C(C)C(=O)OC23CCCCC3)cc1Cl
 : i | -3
COc1ccc(NC(=O)c2nnn(Cc3nc(-c4cc(Br)ccc4OC)oc3C)c2C)cc1
 : -8% | 2
Cc1cc(C)cc(-n2ccn(CC(=O)Nc3ccccc3C(F)(F)F)c(=O)c2=O)c1
 : i | 8
Cc1ccc(-c2nc3ccccc3s2)cc1NC(=O)COc1ccccc1
 : i | 15
Cc1nn(C)c2c1c(C(F)(F)F)cc(=O)n2CC(=O)Nc1ccc(F)cc1F
 : i | 6

An excerpt; rates above refer to the full screens.
